Screening data: PubChem BioAssay, National Center for Advancing Translational Sciences (NCATS)
TRb-SRC2 inh: TRbeta-SRC2 interaction inhibition; TRbeta-SRC2 peptide binding, fluorescence polarization; receptor liganded with 1 µM T3; Potency, µM (series often up to 106 µM), for the others: at the highest dose activity change, negative = inhibition, most hits filed as inhibitors; P10828; hit rate 0.065% among 280,000;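 note: plate controls were bound peptide for no effect and peptide without receptor for full effect; nearly all actives have a fitted effect of over 50% in size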
Target sequence (P10828 whole entry, looked up): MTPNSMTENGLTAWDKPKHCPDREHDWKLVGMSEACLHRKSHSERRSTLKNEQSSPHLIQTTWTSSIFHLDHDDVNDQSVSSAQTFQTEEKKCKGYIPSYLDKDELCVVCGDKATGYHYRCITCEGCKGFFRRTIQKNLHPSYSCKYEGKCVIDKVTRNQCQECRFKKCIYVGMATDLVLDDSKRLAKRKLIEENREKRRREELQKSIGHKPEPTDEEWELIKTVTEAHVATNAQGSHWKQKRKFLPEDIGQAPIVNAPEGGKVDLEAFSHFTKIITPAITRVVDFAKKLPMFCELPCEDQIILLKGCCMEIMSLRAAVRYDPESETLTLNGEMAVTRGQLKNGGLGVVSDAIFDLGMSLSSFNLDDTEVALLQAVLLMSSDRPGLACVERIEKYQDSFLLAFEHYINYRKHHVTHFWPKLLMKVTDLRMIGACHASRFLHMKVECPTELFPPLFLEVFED
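TRb LBD 0.6 uM + Texas Red SRC2 peptide 20 nM, 1 uM T3, Tris buffer w/ 5% DMSO; compound pinned, 5 h RT; FP read ex 555/em 632; normalized to unbound and bound controls.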
GAA inhib: alpha-glucosidase (human) inhibition; P10253; purified human GAA, 4-MU-alpha-glucoside fluorescence; Potency, µM (titrated, usually from 76.9 µM), for inactives: at the highest dose activity change, negative = inhibition, actives largely listed as inhibitors; hit rate 0.005% among 200,000; AID 1466;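 note: plate controls were uninhibited enzyme wells for no effect and no-enzyme background for full effect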
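Endpoint fluorogenic read: 20 min room-temperature reaction of 4 nM human alpha-glucosidase with 400 uM 4-methylumbelliferyl-alpha-D-pyranoside, pH 5.0, quenched with 1M NaOH/1M glycine pH 10. AC50 from Hill modeling.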
GAA glycogen mod: inhibitors or activators of human alpha-glucosidase glycogen cleavage; P10253; recombinant GAA, glycogen substrate, Amplex Red glucose oxidase fluorescence; hit rate 0.38% among 300,000; Potency, µM (series often up to 76.4 µM), without a hit: top-dose activity change, negative = inhibition, most hits filed as inhibitors;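 note: 0% = full enzyme reaction and -100% = no-enzyme basal signal; the screen sought inhibitors and activators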
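Recombinant human alpha-glucosidase (4 nM final) hydrolysed bovine liver glycogen (30 ug) for 40 min at 37 C in pH 5.0 citrate/phosphate with 0.01% Tween-20. Released glucose detected by glucose oxidase/Amplex Red, Ex 573/Em 610 nm. Compounds up to 77 uM; AC50 from Hill fits.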
L3MBTL1 inh: inhibitors of human L3MBTL1; Q9Y468; AlphaScreen L3MBTL1–H3K9me1 peptide binding; Potency, µM (titrated, usually from 57.1 µM), without a hit: at the top dose activity, negative = inhibition, actives largely listed as inhibitors; hit rate 0.66% among 230,000; note: nearly all actives have a fitted effect of over 60% in size
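Displacement of a biotinylated histone H3(1-15) peptide monomethylated at Lys9 (75 nM) from L3MBTL1 (50 nM) was measured by AlphaScreen after a 30 min room-temperature compound incubation; cefsulodin titration served as intraplate control.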
TR SRC2 fluor cs: alters Texas Red total fluorescence, flagging assay interference. Potency, µM (top dose mostly 106 µM), for the others: at the top dose fluorescence change, negative = quenching. TRb/SRC2 Texas Red total fluorescence interference. hit rate 0.29% among 280,000. AID 1479; active = well fitted curve in either direction with a large enough effect; inconclusive = small, poorly fitted or top-dose-only effect
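Human TRb ligand-binding domain at 0.6 uM with 20 nM Texas Red SRC2 peptide in Tris buffer containing 1 uM T3 and 5% DMSO, incubated with compound 5 h at ambient temperature. Total fluorescence (555/632 nm) calculated as parallel + 2 × perpendicular.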
RECQ1 helicase: blocks DNA unwinding by human RECQ1. P46063. RECQ1 DNA unwinding, red fluorescence kinetic read. Potency, µM (highest dose often 57.3 µM), without a hit: top-dose activity, negative = inhibition, hits mostly inhibitors. hit rate 0.54% among 240,000;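 note: plate controls were vehicle for no effect and no enzyme for full effect; nearly all actives have a fitted effect of over 30% in size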
Target sequence (P46063 whole entry, looked up): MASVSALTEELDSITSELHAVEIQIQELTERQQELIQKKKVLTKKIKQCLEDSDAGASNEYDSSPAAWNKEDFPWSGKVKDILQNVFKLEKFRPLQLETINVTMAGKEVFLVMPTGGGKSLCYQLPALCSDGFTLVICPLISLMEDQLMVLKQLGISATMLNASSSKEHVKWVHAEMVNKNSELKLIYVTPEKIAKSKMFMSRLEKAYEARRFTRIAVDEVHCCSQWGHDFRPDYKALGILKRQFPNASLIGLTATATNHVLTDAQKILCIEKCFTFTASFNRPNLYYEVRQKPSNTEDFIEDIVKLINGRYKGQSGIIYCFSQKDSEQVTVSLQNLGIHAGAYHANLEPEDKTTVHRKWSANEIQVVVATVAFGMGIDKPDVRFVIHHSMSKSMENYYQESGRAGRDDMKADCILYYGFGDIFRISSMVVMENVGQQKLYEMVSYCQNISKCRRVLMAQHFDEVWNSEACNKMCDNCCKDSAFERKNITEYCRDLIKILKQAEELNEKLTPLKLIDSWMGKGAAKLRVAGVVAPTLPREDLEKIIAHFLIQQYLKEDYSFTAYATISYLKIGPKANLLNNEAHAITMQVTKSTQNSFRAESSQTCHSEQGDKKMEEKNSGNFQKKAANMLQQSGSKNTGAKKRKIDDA
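50 nM RECQ1T1 preincubated 15 min with compound in Tris pH 8.0 buffer with MgCl2, DTT, Tween-20 and 2.5 ug/ml poly(dI-dC); started with 200 nM TAMRA/BHQ-2 forked duplex and 2 mM ATP. Unwinding read as fluorescence (525/598 nm), two reads 2 h apart.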
aGlu spleen mod: lysosomal alpha-glucosidase (human) modulation; Potency, µM (highest dose often 79.9 µM), inactives show at the highest dose activity change, negative = inhibition, most hits filed as inhibitors; P10253; AID 2112; human spleen homogenate, 4-MU-alpha-glucoside fluorescence; hit rate 0.006% among 240,000;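 note: 0% = enzyme with vehicle and -100% = no enzyme basal signal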
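Enzyme source: human spleen homogenate, 1 ug/well. Buffer 50 mM citric acid/K phosphate pH 5.0, 0.01% Tween-20. 4-MU-alpha-glucoside 1 mM; 37 C x 40 min; NaOH/glycine stop; fluorescence.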
RGS12 GoLoco inh: inhibitors of human Gai1-RGS12 GoLoco interaction (red fluorophore); P63096; Gai1:RGS12 GoLoco peptide FP, rhodamine, 10 min; Potency, µM (series often up to 61.6 µM), without a hit: at the top dose activity, negative = inhibition, most hits filed as inhibitors; hit rate 0.44% among 230,000; active = well fitted inhibition curve with a large enough effect, not every such curve was filed as active; inactive = no such curve, though single readings can be large or run the other way; note: nearly all actives have a fitted effect of over 30% in size; many of its hits are not listed in these tables
Active calls of the source: *; i = inactive; ? = inconclusive; · = no result given; [ ] = dose if it differs, or a comment. Unless noted, calls come from the whole dose curve; as a rule, active = well fitted curve in the direction sought with a large enough effect; inconclusive = small, poorly fitted or top-dose-only effect, or another doubt; inactive = no such curve, though single readings can be large; an effect the other way counts as inactive or inconclusive. Unless noted, % is set by controls: 0 for no effect and ±100 for the full control effect; potency is the fitted concentration of half-maximal effect. Only part of the results is shown, so the mix of outcomes need not match the whole.

canonical_smiles	TRb-SRC2 inh	GAA inhib	GAA glycogen mod	L3MBTL1 inh	TR SRC2 fluor cs	RECQ1 helicase	aGlu spleen mod	RGS12 GoLoco inh
Cc1c(/C(O)=C2\C(=O)C(=O)N(CCN(C)C)C2c2cccnc2)cnn1-c1ccccc1 (stereo not drawn)	2%	4%	3%	1%	1%	-7%	-13%	4%
CC1CN(C2CCN(S(=O)(=O)c3ccc(F)cc3)CC2)CC(C)O1 (stereo not drawn)	-5%	-3%	7%	·	-7%	-9%	-3%	6%
CCC(C)(C)n1nnnc1C(c1ccccn1)N1CCN(c2cccc(OC)c2)CC1 (stereo not drawn)	-10%	4%	0%	-7%	-4%	-2%	1%	7%
CCOc1ccc2oc(-c3ccccc3)c(C(=O)N3CCN(CCO)CC3)c2c1	0%	2%	1%	-3%[11.4 µM]	-3%	1%	-4%	11%
COc1ccc(Cc2n[nH]c(=S)n2C)cc1Br	3%[53 µM]	15%	2%	-22%	2%[53 µM]	-10%	5%	-6%
CO/N=C(\CS(=O)(=O)Cc1ccc(OC)cc1)c1ccc(Cl)cc1	-7%	-2%	8%	-7%	-1%	16%	-5%	9%
CCOC(=O)C1=C(C)NC2=C(C(=O)CCC2)C1c1cn(Cc2ccc(Cl)cc2Cl)nc1-c1ccccc1 (stereo not drawn)	-3%	?	12%	49%[activator]	-14%	-2%	7%	5%
Cc1ccccc1C(=O)N1CCN(c2ccc(NC(=O)CSc3ccc(Cl)cc3)cc2)CC1	12%	?	-2%	-13%	2%	-5%	-27%	28%
O=C1[C@H]2CCC=C[C@H]2[C@H](c2cccc(Br)c2)N1Cc1ccccc1	8%	·	·	-5%	-9%	i	-3%[119 µM]	2%[88.7 µM]
COc1ccc(-n2nc3c(c2NC(=O)C2CC2)CS(=O)C3)cc1 (stereo not drawn)	-11%	0%	13%	-4%	-6%	i	6%	-2%
O=C(N/C(=C/c1ccco1)C(=O)N1CCCCC1)c1cccs1	-3%	1%	6%	-10%	0%	-5%	-4%	-1%
COCCCNC(=O)c1cccs1	0%	-6%	4%	·	3%	-7%	?	11%
CC(C)NC(=O)Cn1c(=O)c2c(ncn2Cc2ccccc2)n(Cc2ccccc2)c1=O	2%	-5%	4%	·	-1%	7%	-7%	-13%
CC(C)c1ccccc1NC(=O)c1ccccc1NC(=O)C1CCCCC1	-3%	3%	8%	4%	0%	8%	-7%	0%
C[C@H](NC(=O)OCc1ccccc1)C(=O)NNC(=O)[C@H](C)NC(=O)OCc1ccccc1	5%	·	1%	·	-2%	23%	-4%	3%
Cc1ccc(Cn2c(=O)c3c(nc4n3CCCN4Cc3ccccc3)n(C)c2=O)cc1	-6%	-5%	0%	-6%	2%	-5%	-3%	4%
O=C(NCc1cccnc1)c1ccc(=O)oc1	-3%	-9%	11%	4%	1%	i	-8%	-2%
CCOC(=O)c1c(NCC(C)C)c2ccccc2[nH]c1=O	-8%	3%	2%	·	-1%	13%	-4%	10%
CCCc1nc(SCC(=O)c2ccccc2)c2c(=O)n(C)c(=O)n(C)c2n1	3%	?	-9%	-11%	1%	-4%	-7%	4%
O=C1NC(=O)C(c2cn(-c3ccccc3)nc2-c2ccc(F)cc2)N1 (stereo not drawn)	-14%	-11%	4%	6%	-2%	-1%	-5%	10%
COc1ccc(C(=O)O)cc1S(=O)(=O)N(CCc1ccccc1)Cc1ccccc1	-1%	·	3%	9%	-1%	-1%	-3%	2%
COc1ccc(C(=O)NCC(=O)N/N=C(C)\C=C\c2ccccc2)cc1OC	8%	-6%	-2%	-14%	-6%	-2%	·	10%
CC(C)(NO)/C(=N\O)c1ccccc1	-13%	2%	?	5%	1%	i	3%	-16%
Cc1ccc(S(=O)(=O)N/N=C/C(C)(C)CO)cc1	6%	-3%	0%	8%	0%	-1%	-1%	-4%
COC(=O)c1ccccc1OCCN1CCCCCC1	-4%	?	11%	-18%	-1%	i	13%	-18%
CCCS(=O)(=O)NCc1ccc2c(c1)cc(C)n2C	3%	-6%	4%	25%[11.4 µM]	-2%	0%	-2%	4%
CC#CCN1c2ccccc2[C@]23C[C@@H](C(=O)OC)N(S(=O)(=O)c4c(C)noc4C)C2=NC(C(=O)OC)=C(C(=O)OC)[C@H]13	5%[11.2 µM]	·	·	·	0%[11.2 µM]	-9%[11.5 µM]	-6%[17.4 µM]	4%[14.2 µM]
O=C(NCCc1cn2ccsc2n1)c1cccs1	11%	4%	-1%	8%	3%	-8%	6%	4%
Cc1cc(C)cc(Oc2coc3cc(OC(=O)c4cccs4)ccc3c2=O)c1	-22%	-3%[15.4 µM]	10%	1%	0%	-8%	-17%	16%
CS(=O)(=O)N1CCC(c2noc(-c3ccc(C(F)(F)F)cc3)n2)CC1	-1%	-9%	4%	·	-1%	-5%	-4%	-1%
O=C(N/N=C/c1cccc(F)c1)c1csc2c1CCCC2	-7%	6%	-6%	6%	-2%	-13%	-6%	3%
COCc1cc(=O)oc2cc(NS(=O)(=O)c3ccc(C)cc3)ccc12	5%	·	11%	·	-1%	-1%	2%	26%
Cc1cccc(-c2noc(CN(C(=O)CCc3ccccc3)C(C)C)n2)c1	2%	-3%	-15%	22%	-2%	-10%	1%	3%
COc1ccc(CCNC(=S)Nc2cc(C)cc(C)c2)cc1	-3%	-6%	-7%	·	-2%	-16%	2%	-4%
CN(C)c1ccc(/C=N/NC(=O)c2ccc(CN3CCOCC3)cc2)cc1Br	6%	-6%	-7%	5%	-3%	-2%	2%	0%
Cc1ccc(-c2nc3sc(C(N)=O)c(N)c3c3c2CCCC3)cc1	7%	7%	-18%	13%	-1%	9%	5%	-8%
CCOC(=O)C(=O)NC(C)CCc1ccccc1 (stereo not drawn)	-2%	-3%	15%	-4%	-2%	-2%	-3%	-5%
COc1ccccc1C(=O)NCC(=O)N/N=C/c1cc(Br)ccc1OC(=O)/C=C\c1ccco1	4%	7%	8%	-15%	-2%	-3%	-3%	5%
CC1OC(Nc2cccc3ccccc23)C(O)C(O)C1O (stereo not drawn)	1%	2%	-25%	-1%	1%	-8%	5%	-4%
CCCCN(C)C(=O)c1cn(CC)c2nc(C)ccc2c1=O	-19%	-1%	-5%	2%	2%	-10%	2%	-4%

3 entries already listed, sorted by molar mass, rising:
canonical_smiles	TRb-SRC2 inh	GAA inhib	GAA glycogen mod	L3MBTL1 inh	TR SRC2 fluor cs	RECQ1 helicase	aGlu spleen mod	RGS12 GoLoco inh
CCOC(=O)C(=O)NC(C)CCc1ccccc1 (stereo not drawn)	-2%	-3%	15%	-4%	-2%	-2%	-3%	-5%
CN(C)c1ccc(/C=N/NC(=O)c2ccc(CN3CCOCC3)cc2)cc1Br	6%	-6%	-7%	5%	-3%	-2%	2%	0%
CC#CCN1c2ccccc2[C@]23C[C@@H](C(=O)OC)N(S(=O)(=O)c4c(C)noc4C)C2=NC(C(=O)OC)=C(C(=O)OC)[C@H]13	5%[11.2 µM]	·	·	·	0%[11.2 µM]	-9%[11.5 µM]	-6%[17.4 µM]	4%[14.2 µM]

Other results
canonical_smiles	TRb-SRC2 inh	GAA inhib	GAA glycogen mod	L3MBTL1 inh	TR SRC2 fluor cs	RECQ1 helicase	aGlu spleen mod	RGS12 GoLoco inh
COc1ccc(N=Nc2nc(-c3ccccc3)c(-c3ccccc3)[nH]2)cc1	4%	-7%	-3%	16µM*	-1%	-22%	-8%	21%
COc1cccc(NC(=O)CSc2nccn2-c2cccc(OC)c2)c1	-18%	?	-9%	-10%	-3%	12%	6%	0%
CC12CCCCN1CCCc1c2[nH]c2ccccc12 (stereo not drawn)	8%	-3%	3%	-14%	0%	0%	-5%	22%
Cc1nn2cc(-c3ccccc3)nc2s1	-2%	3%	4%	-5%	2%	-9%	-4%	8%
CC12CCC(C(=O)O)(c3nc(C#N)c(C#N)nc31)C2(C)C (stereo not drawn)	-12%	0%	14%	·	-1%	2%	-9%	6%
COc1cccc(C(=O)Oc2cc(C)[nH]c(=O)c2[N+](=O)[O-])c1OC	8%	-2%	8%	9%	0%	-2%	2%	2%
Cc1ccc2c(CC(=O)Nc3nc(C)cs3)coc2c1	0%	3%	-9%	-7%	1%	i	2%	0%
O=C(Cn1ccc2ccccc2c1=O)N1CCN(Cc2ccc3c(c2)OCO3)CC1	0%	4%	-1%	1%	-2%	i	2%	·
FC(F)(F)c1cccc(N2CCN(C(=S)NC3CCCC3)CC2)c1	-5%	-4%	-12%	7%	-2%	-6%	-8%	3%
O=C(NCc1ccco1)/C(=C/c1cccnc1)NC(=O)c1cccc(Br)c1	-3%	1%	7%	-2%	-3%	1%	-1%	-5%
CCCCC(CCCCl)C(=O)Nc1ccccc1 (stereo not drawn)	2%	?	-4%	-1%	-4%	-14%	-15%	15%
CN(C)c1ccc(/C=[N+](\[O-])C(C)(C)/C=N/O)cc1	-7%	-18%	-15%	-4%	0%	i	-5%	-23%
Cc1cc(C(=O)NCC2COc3ccccc3O2)c2ccccc2n1 (stereo not drawn)	-2%	-1%	-24%	-1%	-1%	-1%	1%	14%
CN(Cc1nc(-c2cccnc2)no1)S(=O)(=O)c1ccccc1	-4%	3%	0%	6%	0%	-8%	-6%	6%
CC(C)C(=O)N1CCN(c2ccc(NC(=O)c3ccc4c(c3)OCCO4)cc2Cl)CC1	1%	-1%	4%	·	0%	0%	-2%	2%
C=C1C(=O)OC2C[C@@]3(C)CCCC(=C)[C@@H]3CC12 (stereo partly drawn)	-6%	·	·	·	0%	6%	3%	8%
COc1ccc(-n2c(=S)[nH]c3sc(-c4ccccc4)cc3c2=O)c(OC)c1	-4%	·	2%	·	-4%	-8%	1%	7%
Cc1nnc(SCCC#N)n(CCC#N)c1=O	7%	-10%	0%	·	0%	-2%	-6%	-2%
